# ABHD5-PLIN5 inh – ABHD5-PLIN5 protein interaction inhibition; Q00G26+Q8WTS1; Split G. princeps luciferase complementation, luminescence, 4 h; inhibition, % at 4 µM; 360,000 compounds, 0.78% hits; AID 602281;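 active = inhibition above the mean inhibition across every tested compound plus 3 SD, cut at about 22% in these data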;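 note: 0% = DMSO only wells and the 100% control is not disclosed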
# PDI turbidity – blocks human protein disulfide isomerase activity. P07237. 350,000 compounds, 0.052% hits. inhibition, % at 10 µM. AID 588391. PDI insulin aggregation turbidity, A650, 90 min;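 active = mean inhibition across replicates of 30% or more, whatever share of single replicates reach that level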;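 note: absorbance from insulin aggregation driven by PDI reduction with DTT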
# m5-HT2A agonist – mouse HTR2A agonism via beta-arrestin recruitment; P35363; CHO-K1 mHTR2A beta-arrestin complementation, luminescence; percent of 30 µM serotonin response; activation, % at 7.6 µM; 360,000 compounds, 0.66% hits; AID 624169;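 active = activation above a run cutoff, the mean activation of all tested compounds plus 3 SD, cut at about 14% in these data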;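 note: 0% = plate median of compound wells and 100% = 30 µM serotonin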
# CaV13 ICDI inh – Disruptors of the CACNA1D IQ motif to Ca2+-dependent inactivation inhibitor domain association, primary screening, Förster resonance energy transfer in intact living … | HEK cells, CFP/YFP FRET ICDI-IQ, plate reader, 10 min; percent FRET-ratio fall versus neutral wells | inhibition, % at 12.3 µM | 340,000 compounds, 0.098% hits;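 active = mean replicate inhibition of at least 30% and at least 1% of replicates passing that level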;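 note: 0% = median of the neutral control wells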
# ABCB6 inh 2 – blocks the human ABCB6 transporter. Q9NP58. K562-ABCB6 porphyrin accumulation, flow cytometry, 1 h; hits give low values. fluorescence ratio to DMSO, % at 10 µM. 360,000 compounds, 0.19% hits;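 active = fluorescence ratio to DMSO below 75%, the collection mean minus 3 SD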;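 note: signal is porphyrin accumulated inside mitochondria; 100% equals median channel fluorescence of DMSO control wells; lower ratio means ABCB6 inhibition with less porphyrin fluorescence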
# Target sequence (Q9NP58 whole entry, looked up): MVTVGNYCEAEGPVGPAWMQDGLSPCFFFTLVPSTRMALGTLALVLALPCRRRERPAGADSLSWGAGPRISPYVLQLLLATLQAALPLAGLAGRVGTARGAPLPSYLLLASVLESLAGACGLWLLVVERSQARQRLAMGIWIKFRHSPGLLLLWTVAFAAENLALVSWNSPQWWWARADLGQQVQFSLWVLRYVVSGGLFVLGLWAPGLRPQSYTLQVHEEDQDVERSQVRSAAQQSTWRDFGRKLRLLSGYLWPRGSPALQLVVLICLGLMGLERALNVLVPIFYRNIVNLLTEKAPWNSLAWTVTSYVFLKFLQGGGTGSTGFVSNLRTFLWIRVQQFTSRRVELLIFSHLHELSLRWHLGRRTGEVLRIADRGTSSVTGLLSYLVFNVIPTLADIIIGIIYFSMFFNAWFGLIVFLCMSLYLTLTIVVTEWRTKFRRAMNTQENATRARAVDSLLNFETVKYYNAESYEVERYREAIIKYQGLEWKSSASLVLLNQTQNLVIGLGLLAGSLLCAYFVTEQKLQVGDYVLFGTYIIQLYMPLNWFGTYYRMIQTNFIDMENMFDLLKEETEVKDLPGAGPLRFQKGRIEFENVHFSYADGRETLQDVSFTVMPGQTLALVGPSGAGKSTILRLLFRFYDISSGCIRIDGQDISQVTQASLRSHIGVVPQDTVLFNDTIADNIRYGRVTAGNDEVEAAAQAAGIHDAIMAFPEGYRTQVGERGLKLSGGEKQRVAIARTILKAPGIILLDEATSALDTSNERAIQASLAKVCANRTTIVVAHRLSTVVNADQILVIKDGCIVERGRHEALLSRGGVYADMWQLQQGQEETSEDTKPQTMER
# N-glyco inh – N-linked glycosylation inhibition; reporter increase, % at 12.5 µM; 360,000 compounds, 0.23% hits; D54 ERlucT glycosylation luciferase reporter, 24 h; percent of 100 nM tunicamycin response;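 active = mean luciferase reporter signal, scaled so untreated is 0 and the glycosylation-blocking control 100, at or above a set limit in every replicate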;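 note: luciferase carries N-glycosylation sites so blocking glycosylation raises the light; 0% = median of neutral control wells and 100% = median of 100 nM tunicamycin wells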
# MC4R barr agon – human MC4R agonism via beta-arrestin; P32245; U2OS MC4R beta-arrestin complementation, luminescence; percent of melanotan II response, DMSO zero; 360,000 compounds, 0.98% hits; AID 540308; activation, % at 8.9 µM;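 active = activation above a per-plate cutoff, the mean activation of sample wells on that plate plus 3 SD, cut at about 8% in these data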
# Granule exo inh – blocks lytic granule exocytosis; TALL-104 LAMP-1 surface exposure, flow cytometry; cells stimulated with thapsigargin and PMA; inhibition, % at 10 µM; 360,000 compounds, 0.66% hits; AID 651702;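 active = inhibition above about 55%, limit read from the data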
# H9c2 protect – myocardial damage modulation in H9c2 cells | H9c2 cardiomyocytes, H2O2 injury protection, ATPLite, 2 h | protection from H2O2 cell death, % at 20 µM | 360,000 compounds, 0.63% hits | AID 588492;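 active = compounds giving at least 50% protection of heart cells from peroxide-induced death in the single-dose screen, raw or plate-pattern-corrected value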;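 note: 0% = DMSO wells with peroxide and 100% = DMSO wells without peroxide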
# MC4R antag cAMP – blocks human MC4R cAMP signaling | inhibition, % at 6.5 µM | MC4R-expressing cells, MTII-stimulated cAMP, LANCE TR-FRET | 360,000 compounds, 0.48% hits;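 active = inhibition above its plate's cutoff, the mean of tested wells on that plate plus 3 SD, cut at about 29% in these data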;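 note: 0% = Melanotan II alone and 100% = Melanotan II plus saturating MCL0020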
#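 Material – human MC4R-expressing U2OS cells · Repeats – no replicates · Detection – TR-FRET with Eu-cAMP and labeled anti-cAMP, 671 nm · Times – compound 30 min, challenge 1 h, detection 1 h · Compound – single nominal compound dose of 6.5 µM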
# Numbers without * were called inactive; / = not tested or not shown.
SMILES,ABHD5-PLIN5 inh,PDI turbidity,m5-HT2A agonist,CaV13 ICDI inh,ABCB6 inh 2,N-glyco inh,MC4R barr agon,Granule exo inh,H9c2 protect,MC4R antag cAMP
CC(=O)COc1ccc2c(C)c(C)c(=O)oc2c1,-3.4,14.8,4.5,/,97.0,1.8,-0.2,0.3,-13.2,-3.3
Cc1ccccc1Nc1c(-c2ccc(N3CCOCC3)cc2)nc2cnccn12,5.2,5.3,-2.6,-2.9,99.0,-8.9,-1.6,-0.4,-16.3,8.4
CC(C)CN(C(=O)CCC(=O)OCC(=O)NCCc1ccccc1)c1c(N)n(CC(C)C)c(=O)[nH]c1=O,-6.8,-0.6,-4.0,-6.0,91.0,2.4,-2.4,13.6,2.2,-3.7
Cc1cc(C)nc(SCSc2nc(C)cc(C)n2)n1,-1.0,-2.9,-1.4,-8.9,97.0,1.3,-2.1,-2.9,10.0,-3.1
CCOc1ccc2[nH]c(=O)c(CN(CCCN3CCOCC3)Cc3nnnn3Cc3ccc(OC)cc3)cc2c1,1.3,-2.6,-2.1,-4.6,103.0,-0.1,-1.3,2.5,15.2,-0.3
CCCCC(=NCCc1c(C)[nH]c2ccc(OC)cc12)C1=C(O)CC(c2ccccc2)CC1=O (centres undefined),-3.6,-6.0,-1.1,-32.7,100.0,14.9,-3.2,-1.2,4.8,-27.9
COC(=O)c1sc(NC(=O)CSc2nnc(Cn3nnc4ccccc43)n2C)nc1C,0.5,3.3,1.6,-2.7,85.0,-0.3,0.6,5.2,0.7,5.6
CN1CC(COCc2ccccc2)Oc2ccccc2S1(=O)=O (centres undefined),-4.2,0.3,-0.3,-4.3,102.0,0.4,0.8,-13.6,0.1,6.0
CCOCCCNC(=O)C(NC(=O)c1ccc2c(c1)OCO2)c1ccc(OC)cc1 (centres undefined),1.2,0.3,1.1,/,96.0,1.6,0.7,-0.9,0.3,6.2
O=C(Nc1ccccn1)c1ccc([N+](=O)[O-])o1,-1.4,2.9,-0.8,/,80.0,8.2,-1.4,4.5,-6.4,-1.2
O=C(NCCCCCCCCCNC(=O)C(F)(F)F)C(F)(F)F,6.1,2.7,0.6,-3.3,105.0,0.6,0.5,1.6,-4.9,1.6
O=C(CSc1nc(-c2ccc(F)cc2)cs1)NCCN1C(=O)CSC1=O,-1.5,2.3,-6.0,-6.4,95.0,-0.2,0.3,-5.0,-2.8,4.7
CC[C@@]1(C(=O)OC)N[C@H](CN(C)S(=O)(=O)c2ccc(-c3ccccc3)cc2)[C@@H]2C(=O)N(C)C(=O)[C@@H]21,-14.6,19.9,-1.2,-4.6,103.0,1.5,0.6,-4.0,-5.8,8.2
C=CCn1c(=S)[nH]c2scc(-c3cccs3)c2c1=O,-8.2,-3.8,-3.2,-3.5,93.0,3.0,-1.6,-1.3,-1.5,51.1*
Cc1cc(OCC(=O)Nc2c(C)n(C)n(-c3ccccc3)c2=O)ccc1[N+](=O)[O-],-10.3,6.2,2.2,-2.5,97.0,-1.8,-1.0,5.0,-1.1,4.4
COCC(=O)NC(C)c1nc2ccccc2[nH]1 (centres undefined),0.3,0.8,1.0,-3.8,98.0,2.3,0.8,-1.3,14.0,2.2
O=C(CSc1ncn[nH]1)Nc1ccccc1-c1ccccc1,6.8,-19.8,1.0,-5.3,97.0,2.3,-0.4,-0.4,5.6,-2.6
CC1(c2nnc(-c3ccc(F)cc3)o2)CC(c2ccc([N+](=O)[O-])cc2)=NO1 (centres undefined),-3.6,-2.0,0.0,-2.4,97.0,-1.9,-1.2,-13.1,-4.8,2.9
COc1ccc(N2CCN(C3=CC(=O)N(c4cccc(Cl)c4)C3=O)CC2)cc1,-0.7,-2.9,1.9,8.1,97.0,-5.7,-0.5,3.4,3.6,12.3
Cc1cccc(CS(=O)(=O)Cc2ccc(C(=O)NCCCN3CCOCC3)o2)c1,-10.7,-0.2,-0.6,-4.5,97.0,-0.6,-0.4,-2.8,1.7,5.6
O=C(Cc1ccccc1Cl)NCc1cccnc1,-1.2,12.6,0.5,-21.7,97.0,3.0,-2.0,-0.8,3.5,0.5
COc1ccc(CN2CCN(c3ccccn3)CC2)cc1OCc1ccccc1,-1.4,8.1,11.2,-9.2,106.0,-1.0,-0.5,-0.6,-13.3,11.0
O=C(COC(=O)/C=C/c1cccc(C(F)(F)F)c1)NC(=O)NC1CCCC1,1.3,-10.4,16.3*,-6.1,82.0,2.0,1.8,9.6,-4.6,1.7
CCCCn1c(N)c(N(CCOC)C(=O)c2ccc(-c3ccc(Cl)cc3)o2)c(=O)[nH]c1=O,4.3,-5.8,-1.4,-6.6,95.0,1.9,2.9,-2.7,-7.8,-4.3
CS(=O)(=O)c1cccc(-c2nnc(NC(=O)c3ccc4ncsc4c3)o2)c1,6.3,6.6,2.9,-4.4,96.0,1.4,-1.1,-2.3,2.4,4.7

# Fetched by compound from above:
SMILES,ABHD5-PLIN5 inh,PDI turbidity,m5-HT2A agonist,CaV13 ICDI inh,ABCB6 inh 2,N-glyco inh,MC4R barr agon,Granule exo inh,H9c2 protect,MC4R antag cAMP
CCOc1ccc2[nH]c(=O)c(CN(CCCN3CCOCC3)Cc3nnnn3Cc3ccc(OC)cc3)cc2c1,1.3,-2.6,-2.1,-4.6,103.0,-0.1,-1.3,2.5,15.2,-0.3
Cc1cc(C)nc(SCSc2nc(C)cc(C)n2)n1,-1.0,-2.9,-1.4,-8.9,97.0,1.3,-2.1,-2.9,10.0,-3.1

# Other structures follow.
SMILES,ABHD5-PLIN5 inh,PDI turbidity,m5-HT2A agonist,CaV13 ICDI inh,ABCB6 inh 2,N-glyco inh,MC4R barr agon,Granule exo inh,H9c2 protect,MC4R antag cAMP
CCOC(=O)N1CCC(Nc2c(-c3ccc(C)c(C)c3)c(=O)c2=O)CC1,4.0,-3.7,0.7,-1.9,93.0,0.6,-0.7,-5.4,9.0,3.7
CCCC(C(=O)NC1CCCCC1)N(Cc1ccco1)C(=O)CNS(=O)(=O)c1ccccc1 (centres undefined),-3.6,-7.1,-1.2,-3.3,90.0,-1.5,-0.2,0.3,25.3,-1.6
Cc1nn(CCC(=O)NNC(=S)Nc2ccccc2)c(C)c1Br,-1.5,-7.4,-25.8,-2.4,101.0,3.4,0.0,-0.7,2.0,20.2
Cc1ccc(/C=N/NC(=O)CSc2nc3ccccc3o2)cc1,-8.9,-1.7,0.1,-4.6,99.0,2.8,-0.6,-2.7,-4.4,0.1
CCOC(=O)c1ccc(S(=O)(=O)N2CCN(CC(O)COc3ccc(C#N)cc3)CC2)cc1 (centres undefined),4.1,-4.1,-0.6,-3.9,98.0,1.5,-1.6,-2.5,-7.5,12.7
COc1ccc(CN(C)C(=O)C2CCN(C(=O)Nc3ccccc3)CC2)cc1OC,-6.4,-6.2,-0.3,-5.7,98.0,2.1,-2.0,0.3,2.3,2.3
O=C(Nn1c(C2CCCCC2)nc2ccccc2c1=O)c1ccc([N+](=O)[O-])cc1Cl,1.0,-9.2,1.0,-5.1,98.0,0.8,3.1,-2.9,-2.7,1.4
Oc1ccc(C2=NNC(c3ccc(O)cc3)=NN2)cc1,-2.9,-6.7,2.3,-3.3,100.0,0.5,-0.8,-9.1,3.9,5.0
Cn1cnnc1SCC(=O)Nc1ccc(Br)cc1F,-0.6,-7.5,0.2,-4.9,109.0,0.2,1.7,-2.2,-3.6,4.4
COc1nc(N/N=C/c2cc3c(cc2Br)OCO3)nc(N2CCOCC2)n1,-3.0,-3.3,-4.7,-5.1,94.0,3.0,0.5,-1.6,53.8*,8.3
O=C(COC(=O)C1CCCCC1)Nc1ccc([N+](=O)[O-])cc1,-0.1,-3.9,-0.9,-19.7,99.0,0.4,3.5,6.3,-9.9,1.9
C=CCN(C(=O)c1csnn1)C(C(=O)NC1CCCC1)c1ccccc1F (centres undefined),3.4,3.7,-2.5,-2.0,97.0,2.3,-0.6,-4.9,2.4,3.6
CCc1ccccc1Nc1nc(N)nc(CSc2nnnn2C)n1,-5.2,2.9,3.0,-6.2,98.0,2.0,-0.8,7.7,-1.7,7.5
O=S(=O)(CCN1CCOCC1)c1ccc(Cl)cc1,13.1,-2.0,2.8,-5.4,93.0,-2.2,0.8,1.1,12.7,-6.6
CC(=O)c1ccc(Nc2nc(-c3ccccc3)nc3ccccc23)cc1,-6.2,7.2,0.0,-2.2,101.0,-3.2,1.0,-15.9,22.8,4.2
CCOc1ccc2c(c1)nc(SCC(=O)c1cccs1)n2C,3.5,-0.5,1.6,/,101.0,4.4,-1.7,2.3,-8.0,12.2
CCOC(=O)C1(c2ccccc2)NC(c2ccccc2C)C2C(=O)N(c3ccc4c(c3)OCO4)C(=O)C21 (centres undefined),-6.5,-8.1,1.7,-5.6,86.0,-3.3,-1.3,-4.8,9.5,1.4
O=Cc1ccc(OCC(=O)Nc2ccccc2-c2ccccc2)cc1,4.0,-11.5,-6.1,-4.5,95.0,-1.2,-0.9,-1.6,-12.5,6.3
COc1cc2c(cc1OC)CN(C(=O)CCNC(=O)c1ccccc1Cl)CC2,-8.2,-4.2,2.7,-6.5,89.0,2.7,-2.9,-2.6,-1.3,1.2
O=C(CCc1nc2ccccc2c(=O)[nH]1)Nc1nnc(SCc2ccccc2F)s1,3.2,7.6,-2.0,-13.4,100.0,-0.5,0.0,0.2,-12.1,2.6
COc1cccc2cccc(/C=N/n3cnnc3)c12,-2.1,8.9,-2.4,13.7,101.0,1.4,1.0,13.3,1.3,11.5
COc1ccc(-n2c(SCC#N)nc3ccccc3c2=O)cc1,0.8,-2.0,0.6,/,95.0,-2.7,-1.2,-0.9,0.4,4.9
COc1cc(C(=O)N/N=C/c2ccc(OC(=O)c3ccccc3Cl)c(OC)c2)ccc1O,-1.3,-3.3,-3.3,/,94.0,-0.8,11.4*,13.1,65.8*,5.7
COc1ccc([C@H]2CC(=O)C=C(c3ccc(OC)c(OC)c3)C2)cc1,-4.7,-4.8,3.0,/,97.0,-3.6,1.4,-1.3,8.3,8.8
Cc1cc(C)c(S(=O)(=O)N2CCOC2CNC(=O)C(=O)NCc2ccncc2)c(C)c1 (centres undefined),-3.5,0.8,4.0,-3.1,100.0,0.9,1.2,4.4,-1.8,13.3
O=C(CN1CCN(c2ccccc2)CC1)Nc1ccccc1Sc1ccccc1,-5.6,0.1,-2.2,-3.2,154.0,-3.8,-0.3,0.6,-4.9,14.8
O=C(NNC(=S)NC1CCCCC1)c1ccc(Cl)s1,-8.6,7.4,0.1,-0.1,92.0,2.9,-1.5,0.1,-14.9,-2.8
CN(C)CCCN(C(=O)c1ccc(S(=O)(=O)N2CCCCCC2)cc1)c1nc2c(F)cccc2s1,5.8,-4.1,-0.1,-2.2,98.0,0.5,0.9,-10.0,20.0,3.2
Cn1c(N)c(C(=O)Nc2c(Cl)cccc2Cl)sc1=S,-6.8,-6.8,20.4*,-4.8,94.0,-0.2,0.3,-7.9,-0.5,7.8

# Screening results: PubChem BioAssay, several laboratories
